eIF4E-4G inh – eIF4E–eIF4G protein interaction inhibitors, primary screen, biochemical, uHTS, TR-FRET, eIF4GI fragment. Eukaryotic translation initiation factor 4E (Mus musculus) + Eukaryotic translation …. TR-FRET eIF4E-eIF4GI(517-606) binding, 2 h. inhibition, % at 21.7 µM. 220,000 tested, 0.37% active. AID 782, 2007;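 active = inhibition above about 30%, limit read from the data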;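 note: 0% = full FRET control wells and 100% = background wells lacking eIF4GI fragment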
KLK5 inh – human KLK5 protease inhibitors, primary screen, biochemical, 1536-well. inhibition, % at 5 µM. AID 873, 2007. Kallikrein-5 (Homo sapiens), Q9Y337. 210,000 tested, 0.59% active. recombinant hK5, fluorogenic AMC substrate cleavage;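 active = inhibition of 40% or more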;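 note: 0% = enzyme controls without compound and 100% = no-enzyme blanks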
p97 inhibitor – inhibitors of human p97 ATPase, primary screen, biochemical; Transitional endoplasmic reticulum ATPase (Homo sapiens), P55072; recombinant p97 ATPase, Kinase-Glo ATP luminescence, 3 h; inhibition, % at 8 µM; 220,000 tested, 0.42% active; in the data active = inhibition above about 15%;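 note: 0% = DMSO vehicle and 100% = wells lacking enzyme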
Target sequence (P55072 whole entry, looked up): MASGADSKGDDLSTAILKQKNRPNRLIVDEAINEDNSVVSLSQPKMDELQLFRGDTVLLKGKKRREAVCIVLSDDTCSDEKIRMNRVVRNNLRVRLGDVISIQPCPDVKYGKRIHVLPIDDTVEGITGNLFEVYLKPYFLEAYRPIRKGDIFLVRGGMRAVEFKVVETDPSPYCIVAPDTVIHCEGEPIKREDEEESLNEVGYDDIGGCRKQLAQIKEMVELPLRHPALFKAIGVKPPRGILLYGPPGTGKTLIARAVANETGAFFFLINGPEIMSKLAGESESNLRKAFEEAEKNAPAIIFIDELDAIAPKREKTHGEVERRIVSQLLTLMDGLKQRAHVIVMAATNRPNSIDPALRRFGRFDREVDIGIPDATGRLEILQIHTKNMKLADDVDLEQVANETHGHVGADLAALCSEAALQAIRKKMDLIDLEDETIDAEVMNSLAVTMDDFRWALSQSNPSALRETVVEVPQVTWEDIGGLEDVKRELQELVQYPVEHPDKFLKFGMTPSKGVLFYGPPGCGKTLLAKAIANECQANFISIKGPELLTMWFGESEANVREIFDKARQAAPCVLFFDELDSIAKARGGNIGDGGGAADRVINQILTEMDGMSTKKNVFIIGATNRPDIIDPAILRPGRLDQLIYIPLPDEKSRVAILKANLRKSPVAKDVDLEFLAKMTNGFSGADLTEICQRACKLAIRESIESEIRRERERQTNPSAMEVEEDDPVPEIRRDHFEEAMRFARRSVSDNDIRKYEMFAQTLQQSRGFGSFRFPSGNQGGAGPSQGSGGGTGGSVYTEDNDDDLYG
14-3-3 Bad PPI – inhibitors of 14-3-3 zeta/Bad binding, primary screen, biochemical, TR-FRET, bovine 14-3-3 zeta; 14-3-3 protein zeta/delta (Bos taurus), P63103; TR-FRET 14-3-3zeta/Dy647-pBad peptide displacement, 1 h; inhibition, % at 21.7 µM; 220,000 tested, 0.71% active; AID 781, 2007;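 active = inhibition above about 70%, limit read from the data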;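 note: 0% = full 14-3-3 plus peptide FRET controls and 100% = background without 14-3-3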
Target sequence (P63103 whole entry, looked up): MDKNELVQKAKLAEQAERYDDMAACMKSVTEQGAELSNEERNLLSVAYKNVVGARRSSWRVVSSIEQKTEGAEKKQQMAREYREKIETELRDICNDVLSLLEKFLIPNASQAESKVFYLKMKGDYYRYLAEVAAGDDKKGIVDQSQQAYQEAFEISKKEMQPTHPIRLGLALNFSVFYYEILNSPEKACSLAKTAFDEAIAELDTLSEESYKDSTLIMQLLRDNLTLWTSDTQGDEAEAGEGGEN
FXIIa inh 1536 – human FXIIa protease inhibitors, primary screen, biochemical, 1536-well; purified FXIIa, Boc-QGR-AMC fluorogenic substrate, 2 h; 220,000 tested, 0.3% active; inhibition, % at 5 µM; Coagulation factor XII (Homo sapiens), P00748; in the data active = inhibition above about 40%;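 note: 0% = enzyme with no compound and 100% = blank without enzyme; many of its hits are not listed in these tables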
FXIa inh 1536 – human FXIa protease inhibitors, primary screen, biochemical, 1536-well | AID 798, 2007 | purified FXIa, Boc-Glu-Ala-Arg-AMC fluorogenic substrate | 220,000 tested, 0.14% active | inhibition, % at 5 µM;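 active = inhibition of at least 40%; inactive = inhibition below 40%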;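 note: fluorescence of freed AMC excited at 355 nm; 0% = enzyme without compound and 100% = no enzyme blank; many of its hits are not listed in these tables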
MDM2 E3 inh – MDM2-luciferase reporter signal enhancers, primary screen, MDM2 E3 ligase inhibitor project, cell-based, luminescence, 1536-well; E3 ubiquitin-protein ligase Mdm2 (Homo sapiens), Q00987; cell-based MDM2 ubiquitination luciferase reporter, 2 h; 0 = plate control, 100 = twice control, blank-subtracted; signal enhancement, % at 5 µM; 210,000 tested, 0.11% active; AID 1230, 2008;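 active = signal enhancement of 30% or more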;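 note: luminescence tracks abundance of the self-degrading MDM2-luciferase fusion protein; higher signal means inhibition of MDM2 E3 ligase activity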
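system = mammalian cells stably expressing self-ubiquitinating, self-degrading MDM2 E3–luciferase fusion | quantity = 2000 cells per well seeded | incubation = 4 h cell settling then 2 h compound exposure, 37 °C | signal = SteadyLite luminescence, 15 min reagent step | benchmarks = plate control and blank wells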
Rad51 HR inh – human RAD51 strand exchange inhibitors, primary screen, biochemical, fluorescence | DNA repair protein RAD51 homolog 1 (Homo sapiens), Q06609 | hRad51 DNA strand exchange, fluorescence dequenching | inhibition, % at 10 µM | 200,000 tested, 0.085% active;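 active = inhibition above 40% at the single screening dose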;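 note: 0% = DMSO control wells and 100% = blanks with heterologous ssDNA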
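Material: Human Rad51 nucleoprotein filaments preassembled on unlabelled ssDNA | Also added: Labelled 47-mer dsDNA for strand exchange | Dosing: Single dose, 10 µM final compound | Schedule: 30-min compound preincubation and 15-min exchange, both room temperature | Technique: Fluorescence dequenching at 485/520 nm | Measure: Percent inhibition relative to plate controls and blanks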
Wee1 degr inh – Wee1 degradation inhibitors, primary screen, cell-based, HeLa, Wee1K328M-luciferase, luminescence | HeLa Luc-Wee1K328M stability; 100% = proteasome inhibitor MG132 effect | reporter increase, % at 5 µM | 220,000 tested, 1.2% active | AID 1321, 2008;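 active = activation above the mean of all tested compounds plus 3 SD, set per screening run, cut at about 8.8% in these data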;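 note: cells exposed to compound for 20 h before luminescence read; 0% = DMSO alone and 100% = MG132 at 30 µM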
Starred values were filed as active, the others as inactive; . = no result given; [ ] = dose if it differs, or a comment.

SMILES	eIF4E-4G inh	KLK5 inh	p97 inhibitor	14-3-3 Bad PPI	FXIIa inh 1536	FXIa inh 1536	MDM2 E3 inh	Rad51 HR inh	Wee1 degr inh
CCC12CCCN3CCC4(C(=C(C(=O)OC)C1)Nc1ccccc14)C32 (stereo not drawn)	-3[fluorescence artefact?]	-8	-4	34[fluorescence artefact?]	7	1	-15	5	-2
COC(=O)C(C)Sc1snnc1-c1ccccc1 (stereo not drawn)	-2	1	-5	4	-1	-7	-20	-2	0
Cn1cnc2cc(NC(=O)c3ccc(Cl)cc3)ccc21	1	15	-7	-10[fluorescence artefact?]	9	4	-21	-10	5
COc1ccc(C(=O)COC(=O)c2ccccc2NS(=O)(=O)c2ccc(O)c([N+](=O)[O-])c2)cc1	0	0	-5	-5	2	-1	5	.	0
CCOCCCNC(=O)/C(C#N)=C/c1ccc(C(=O)OC)cc1	1	2	2	5	8	4	-20	11	3
CC(/C=C1\SC(=O)N(CC(=O)Nc2ccc(O)cc2)C1=O)=C\c1ccccc1	5	-23	14	2	9	8	.	.	2
CCc1ccccc1NC(=O)C(CC)Sc1nc2cc3c(cc2c(=O)n1Cc1ccco1)OCO3 (stereo not drawn)	-7	-2	-1	-12	-2	-7	-7	6	2
CCn1c(SCC(=O)NCc2ccccc2)nnc1-c1ccccc1O	-1	8	1	4	17	13	5	8	-2
CCN(CC)CCn1cnc2c1c(=O)n(CCOC(=O)c1cc(OC)c(OC)c(OC)c1)c(=O)n2C	3	-1	0	-1	8	3	2	13	-2
CCCCCCC1CCC(c2nc(-c3ccncc3)no2)CC1 (stereo not drawn)	4	-10	-8	4	23	4	-12	-1	3
Cc1ccc(NC(=O)COC(=O)c2ccc3c(c2)OCO3)c(C)c1	1	2	3	-2	8	-9	-15	0	5
O=C(CCNC(=O)Cn1ccc2ccccc2c1=O)NCCN1CCN(c2cccc(Cl)c2)CC1	2	1	0	0	16	9	-6	5	-1
NC(=O)NC1NC(=O)NC1=O (stereo not drawn)	3	-7	7	-4	7	4	-14	-5	1
CCOc1cc2c(C#N)c(N3CCCCC3)nc(N)c2c(N)n1	1[fluorescence artefact?]	-19	2	-2	-17	-7	-3	5	-1
C=CCOc1ccc(C2=NO[C@@H]3[C@@H]4C[C@@H]([C@H]5C(=O)N(C)C(=O)[C@@H]45)[C@H]23)cc1	-2	-3	3	2	10	-1	-3	7	2
CCN(CC(=O)NCc1ccc(F)cc1)C(=O)COc1ccc(C)c(C)c1	0	-17	-10	1	-5	4	3	27	-3
COc1ccc(Oc2cc(C)c3ccccc3n2)cc1	-1	4	-10	-5	-2	8	13	-5	-3
COc1ccccc1N(C)S(=O)(=O)c1ccc(C(=O)OCC(=O)c2c[nH]c3ccccc23)cc1	5	-8	2	-18	4	5	5	12	-1
Cc1cnc(CN2CCc3c([nH]c4ccccc34)C2C2CCCCC2)[nH]1 (stereo not drawn)	0	-8	3	-13	12	0	-17	11	0
O=C1c2ccccc2C(=O)N1CCCc1nc2ccccc2c(=O)n1Cc1ccco1	-12[fluorescence artefact?]	10	-2	4[fluorescence artefact?]	-6	-12	-17	4	-4
CCOP(=O)(OCC)C(Nc1cc(Cl)cc(Cl)c1)c1cccc(O)c1 (stereo not drawn)	5	-4	3	-15	8	2	-11	26	0
COc1ccc(C2c3[nH]c4ccccc4c3CCN2C(=O)c2cc3ncccn3n2)c(F)c1 (stereo not drawn)	3	-2	5	-6	6	-6	-18	-5	3
CCCCOC(=O)c1ccc(-c2ccc(/C=N/NC(=S)NCC)o2)cc1	-6	-32	6	-3	13	5	-6	0	2
CCC(=O)NNc1nc2c(C)c(C)ccc2s1	-1	6	-2	-5	4	-6	-15	8	-3
CC1(C)NC(=O)N(CC(=O)OCC(=O)Nc2cc(S(=O)(=O)N3CCCCCC3)ccc2Cl)C1=O	21	-13	1	-2	0	-1	9	3	1

(list continues)
SMILES	eIF4E-4G inh	KLK5 inh	p97 inhibitor	14-3-3 Bad PPI	FXIIa inh 1536	FXIa inh 1536	MDM2 E3 inh	Rad51 HR inh	Wee1 degr inh
CC1=CC(=Nc2c(C)n(C)n(-c3ccccc3)c2=O)C=CC1=O	5	7	6	-3	19	6	-16	9	-4
NCC[C@H](O)C(=O)N[C@@H]1C[C@H](N)[C@@H](O[C@H]2O[C@H](CN)[C@@H](O)[C@H](O)[C@H]2O)[C@H](O)[C@H]1O[C@H]1O[C@H](CO)[C@@H](O)[C@H](N)[C@H]1O	-1[fluorescence artefact?]	-6	7	-7	7	6	.	.	-2
NS(=O)(=O)c1ccc(CCNC(=O)C2CCCN(S(=O)(=O)c3cccnc3)C2)cc1 (stereo not drawn)	-6[fluorescence artefact?]	0	-2	7	13	3	-9	-6	-1
O=C1CC(N2CCN(c3ccccn3)CC2)C(=O)N1c1ccc(F)cc1 (stereo not drawn)	-2	-14	1	-1	2	4	-15	6	-5
COc1cc(/C=C2\C(=O)ON=C2c2ccccc2)cc(Cl)c1O	3	2	2	3	5	-2	4	-10	2
CCCNC(=O)c1cc(-c2ccc(OC)cc2)on1	5	-6	-2	3[fluorescence artefact?]	1	-2	.	.	5
Cc1cc(C)nc(SCC(=O)NN=C2CCCC2)n1	-2	1	2	-16	9	3	-18	0	2
COc1ccc(OC)c(NC(=S)N2CCN(Cc3ccccc3)CC2)c1	-2	-52	5	-14	-7	-8	-6	9	-3
Cc1ccc(-c2nnc(SCc3ccc(C#N)cc3)n2Cc2ccco2)cc1	-5	-5	-1	-8	-6	-9	-8	-6	-2
COc1c(/C=N/NC(=O)c2ccccc2O)c(CCN(C)C(C)=O)cc2c1OCO2	0	-3	-5	-3	-3	-7	-8	-10	6
CN(C)CCNC(=O)c1c(CSc2ccccc2)noc1C(=O)NCc1ccccc1	3	5	.	-1	15	6	-6	-1	.
Cc1ccc(CSc2nnc(-c3cccnc3)o2)cc1	2	-8	-7	7	11	5	-13	-5	0
O=C(NCCc1ccc(Cl)cc1)C1CCC(=O)N1C1CCCC1 (stereo not drawn)	13	-11	-6	9	20	7	-2	4	3
Cc1cc(NC(=O)c2cccs2)ccc1NC(=O)Cc1ccccc1	1	-2	6	-12	4	2	-15	-6	-4
Cc1ccnc(NS(=O)(=O)c2ccc(CC(C)C)cc2)c1	4	-16	-2	8	-8	-2	-10	5	1
CC(C)n1c(C(F)(F)F)nc2cc(C(=O)N3CCCCC3)ccc21	-7	1	-2	5	4	-1	-7	2	2
CCC1CCCCN1C(=O)c1ccccc1OC1CCN(S(C)(=O)=O)CC1 (stereo not drawn)	1	5	-7	6	9	4	-14	-19	3
Cc1cc(C)c(C)c(S(=O)(=O)ON2C(=O)c3ccccc3C2=O)c1C	2	12	3	34	53*	72*	-8	-1	1
O=C(O)/C(=C\c1ccco1)NC(=O)c1ccccc1	9	-16	-2	0[fluorescence artefact?]	5	-3	-6	0	-1
O=C(CN(Cc1ccco1)C(=O)c1cccc(Cl)c1)Nc1c(Cl)cc(Cl)cc1Cl	-4	4	-5	-9[fluorescence artefact?]	7	6	-7	4	-2
CC(C)C1Oc2cc3oc(=O)ccc3cc2C1=O (stereo not drawn)	2	-10	3	9	2	-1	28	-7	-2
Cc1cc(NC(=O)CCCC(=O)N(c2ccccc2)C(C(=O)NC2CCCCC2)c2cccs2)no1 (stereo not drawn)	2	1	-3	6[fluorescence artefact?]	17	10	.	-1	-2
CC(/C=C1\SC(=S)N(CCCC(=O)Nc2ccc(C(=O)O)c(O)c2)C1=O)=C\c1ccccc1	9[fluorescence artefact?]	10	1	50	23	28	-17	-7	0
O=C(NC1CC1)C1CCCN(C(=O)Nc2ccc(F)cc2)C1 (stereo not drawn)	-4	-2	6	10	20	10	-12	.	-2
Cc1cc(=O)oc(C)c1C(=O)NCc1cccnc1	-6	-2	-4	-4	39	13	-9	.	1

Carrying on:
SMILES	eIF4E-4G inh	KLK5 inh	p97 inhibitor	14-3-3 Bad PPI	FXIIa inh 1536	FXIa inh 1536	MDM2 E3 inh	Rad51 HR inh	Wee1 degr inh
O=C1CS/C(=C\[N+](=O)[O-])N1c1ccc(OC(F)(F)F)cc1	-4	-4	5	-8	15	1	-10	-1	0
Cc1ccc(C)n1-c1nc(=S)[nH][nH]1	6[fluorescence artefact?]	-45	-4	-1	19	-1	-14	0	4
O=Cc1cc(N=Nc2cccc(C(=O)O)c2)ccc1O	4	-2	6	27	11	4	-42	47*	4
O=C(c1sc2cccc(F)c2c1Cl)N1CCN(c2ncccn2)CC1	-1	-12	-2	-7[fluorescence artefact?]	18	10	2	-4	1
CC(N=Cc1c(O)c2ccccc2oc1=O)C(=O)O (stereo not drawn)	1	-16	-3	6	4	-1	-8	3	4
COc1ccccc1CNC(=O)CN1C(=O)CSc2ccc(S(=O)(=O)N3CCCC3)cc21	2	.	0	1	11	3	.	.	3
CC(C)(C)C(=O)c1no[n+]([O-])c1/C(=N/O)C(C)(C)C	4	1	-5	-2	4	-4	-10	5	-3
COc1ccc(N2CCN(C(=O)CCCN3C(=O)c4cccc5cccc(c45)C3=O)CC2)cc1	1	8	6	-1	11	1	-25	-7	-3
O=C(Nc1ccccc1C(F)(F)F)N1CCN(c2ccc3nncn3n2)CC1	2	19	4	3	24	15	-14	-2	-1
Cc1ccc(C(=O)Nc2ccncc2)o1	-6	-4	-5	-8	-18	-15	-15	1	4
Cc1cccc(NC(=O)c2ccccc2OCC(=O)N2CCOCC2)c1C	-1	-14	3	8	10	4	-2	-4	-2
COc1cccc(-n2c(CN3CCN(c4ccccc4)CC3)nc3ccc([N+](=O)[O-])cc3c2=O)c1	0[fluorescence artefact?]	-17	-1	-15[fluorescence artefact?]	14	8	-11	13	-3
CC(C)c1cc(N2CCN(C(=O)c3ccco3)CC2)n2c(nc3ccccc32)c1C#N	0	8	7	3	12	8	-17	4	-2
Cc1ccc(SCCNC(=O)c2cccc([N+](=O)[O-])c2C)cc1	1	-2	0	0	18	0	-28	.	2
CCOC(=O)C1(CCOc2ccccc2)CCN(Cc2cccc(-n3cccn3)c2)CC1	-9	2	-1	-7	11	-1	-2	2	1
COC(=O)Cc1cc(=O)[nH]c(/N=C(\N)Nc2ccccc2C)n1	5[fluorescence artefact?]	-2	-2	-3	18	10	.	9	2

An excerpt from above in order of SMILES length, descending.
SMILES	eIF4E-4G inh	KLK5 inh	p97 inhibitor	14-3-3 Bad PPI	FXIIa inh 1536	FXIa inh 1536	MDM2 E3 inh	Rad51 HR inh	Wee1 degr inh
COc1cccc(-n2c(CN3CCN(c4ccccc4)CC3)nc3ccc([N+](=O)[O-])cc3c2=O)c1	0[fluorescence artefact?]	-17	-1	-15[fluorescence artefact?]	14	8	-11	13	-3
COc1ccc(N2CCN(C(=O)CCCN3C(=O)c4cccc5cccc(c45)C3=O)CC2)cc1	1	8	6	-1	11	1	-25	-7	-3
CC(N=Cc1c(O)c2ccccc2oc1=O)C(=O)O (stereo not drawn)	1	-16	-3	6	4	-1	-8	3	4

Source: PubChem
